Screening data as filed in PubChem BioAssay.
M1 antag = antagonists of rat M1 muscarinic receptor | CHO-M1 cells, Fluo-4 calcium, ACh EC80 antagonist mode; active compounds read low | B-score at 10 µM | 64,000 compounds, 3.4% hits | AID 628, 2007;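 active means calcium fluorescence response, raw or row-and-column corrected B-score, differing from the plate sample mean either way at a set confidence level, mostly lower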
Target sequence (P08482 whole entry, looked up): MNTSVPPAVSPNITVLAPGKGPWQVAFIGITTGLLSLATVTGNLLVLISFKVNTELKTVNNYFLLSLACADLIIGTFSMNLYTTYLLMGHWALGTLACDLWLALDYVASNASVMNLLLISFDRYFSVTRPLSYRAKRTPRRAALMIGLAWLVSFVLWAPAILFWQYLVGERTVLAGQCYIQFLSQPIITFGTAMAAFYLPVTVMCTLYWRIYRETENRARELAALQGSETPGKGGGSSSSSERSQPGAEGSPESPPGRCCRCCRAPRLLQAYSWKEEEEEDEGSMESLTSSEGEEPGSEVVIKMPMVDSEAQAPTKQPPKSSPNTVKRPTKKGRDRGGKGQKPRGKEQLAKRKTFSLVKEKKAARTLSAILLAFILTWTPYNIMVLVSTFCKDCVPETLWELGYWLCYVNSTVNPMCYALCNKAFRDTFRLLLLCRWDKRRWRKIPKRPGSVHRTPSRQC
tolC growth inh = growth inhibitors of E. coli tolC mutant, primary screen, strain BW25113 ΔtolC::kan, 384-well. growth inhibition, % at 10 µM (by protocol). OD615. 65,000 compounds, 2.2% hits;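 active means growth inhibition at or above a cutoff equal to the mean over every tested compound plus 3 SD, cut at about 60% in these data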;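 further: growth measured after 20 h incubation at 37 °C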
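Test system: tolC-deleted E. coli BW25113; medium: LB with kanamycin 50 µg/mL; compound: single-point testing at 10 µM; incubation: 20 h compound exposure of bacteria at 37 °C; signal: OD at 615 nm; evaluation: growth inhibition in percent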
SF1 activator = activators of human SF-1, primary screen, cell-based, CHO-K1, Gal4-SF-1 LBD, luciferase luminescence. Steroidogenic factor 1 (Homo sapiens), Q13285. CHO-K1 Gal4-SF-1 LBD luciferase reporter; % increase over DMSO SF-1-specific signal. activation, % at 10 µM. 65,000 compounds, 1.9% hits. AID 522, 2006;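 active means activation above the mean activation of all tested compounds plus 3 SD, cut at about 50% in these data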
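Test system: transient Gal4-SF-1 LBD reporter, CHO-K1; Amount: 4,000 CHO-K1 cells per well; Doses: 10 µM only; Timing: compound exposure 20 h at 37 °C; Signal: luciferase light emission; Read-out basis: percent activation relative to DMSO median and mock-transfected background; Control set: DMSO negative control and −SF1 background wells; Replicates: one test per compound.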
TNAP act mid DEA = human TNAP enzyme activators, primary screen, biochemical, luminescent, intermediate phosphate acceptor level | purified TNAP, CDP-star luminescence, 100 mM DEA, 30 min; active compounds read high; scale: 0 levamisole-inhibited, 1 vehicle-only enzyme | activation factor at 20 µM | 64,000 tested, under 10 active | AID 813, 2007;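 active means activation factor of at least 2 at 20 µM, relative to controls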
RORa activator = activators of orphan receptor RORA, primary screen, cell-based, luminescence; CHO-K1 Gal4-RORA LBD luciferase reporter; percent increase over mock-subtracted basal signal; Nuclear receptor ROR-alpha (Homo sapiens), P35398; AID 560, 2006; activation, % at 10 µM; 65,000 compounds, 1.5% hits;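 active means activation above the mean of all tested compounds plus 3 SD, cut at about 49% in these data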;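 further: 0% = DMSO-treated RORA cells and 100% = added signal equal to DMSO minus mock-transfected cells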
Ec RNAP inh = E. coli RNAP inhibitors, biochemical. AID 559, 2006. 62,000 compounds, 0.2% hits. DNA-directed RNA polymerase subunit beta (Escherichia coli (strain K12)), P0A8V2. E. coli RNA polymerase, fluorescence transcription assay. inhibition, %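 (tested at 10 µM)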; in the data active means inhibition above about 20%;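 further: 0% = enzyme without compound and 100% = no enzyme blank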
Autofluor 339 = intrinsic fluorescence of library compounds, ex339/em460 – biochemical, MLSMR library, data from DPM-DC assay, artefact control, profiling panel | compound autofluorescence, ex339/em460 nm, NADH buffer; active compounds read high; 1 = no-compound wells, NADH background | fluorescence fold increase at 10 µM | 65,000 compounds, 5.5% hits | AID 709, 2007;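 active means at 10 µM, mean starting fluorescence two-fold or more over control wells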;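 further: signal is the first read of a kinetic run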
M1 agonist = M1 muscarinic receptor agonists, primary screen, CHO-M1 cells, Fluo-4 calcium, agonist mode; 64,000 compounds, 3% hits; AID 626, 2007; Fluo-4 calcium fluorescence; active compounds read high; B-score at 10 µM;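 active means fluorescence rise, raw or as B-score row- and column-corrected plate score, outside the 99.7% band of its plate's samples, either direction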
NADH enzymes = inhibitors of PK/LDH coupling enzymes, profiling panel, artefact control, biochemical, MLSMR library. 65,000 compounds, 0.02% hits. IC50, µM (top dose mostly 10 µM), for inactives: at the top dose inhibition. AID 774, 2007. coupled PK/LDH NADH assays, four targets;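 active means single-dose screening hits from any of four coupled enzyme assays that gave an IC50 when retested across doses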;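 further: the DPM-DC format reads NADH fluorescence rather than 340 nm absorbance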
* hit, by the source's call; / = no result given.

SMILES | M1 antag | tolC growth inh | SF1 activator | TNAP act mid DEA | RORa activator | Ec RNAP inh | Autofluor 339 | M1 agonist | NADH enzymes
Cc1ccc(-c2nc(NC(=O)CSc3nnnn3-c3ccccc3)ns2)cc1 | 0.21 | 18 | -27 | 1 | -27 | 9 | 1.2 | 1.4 | 5%
Cc1ccc(OCCC(=O)OCC(=O)N2c3ccccc3CC2C)cc1 (stereo not drawn) | 0.34 | 50 | 13 | / | -15 | 6 | 1.1 | -0.28 | 2%
COc1ccc(S(=O)(=O)N(C)CC(=O)NC2CC2)cc1 | 0.16 | -18 | 12 | 1 | -21 | 8 | 1.1 | -0.81 | 6%
N#CC1=C(SCC(=O)Nc2ccccc2)NC(=O)CC1c1ccc(O)cc1 (stereo not drawn) | 0.4 | 7 | 36 | 0.9 | 3 | 11 | 0.97 | 0.4 | 1%
CCCn1c(Nc2nc3ccccc3n2C)nc2ccccc21 | / | -24 | -10 | 1 | -10 | 1 | 2.1* | / | 4%
Cc1cccc2nc(CNc3ccc(F)cc3)cn12 | -0.5 | 5 | 20 | 0.9 | 1 | 7 | 1.1 | 0.7 | 8%
CCC1(C(=O)OC)NC(c2ccccc2OC)C2C(=O)N(C)C(=O)C21 (stereo not drawn) | 0.016 | -21 | -3 | 1 | -2 | 7 | 1 | 1.1 | 5%
O=C(NCCCN1CCOCC1)c1ccco1 | -1.1 | -8 | 2 | 1 | 2 | 3 | 1 | -1.1 | 3%
CCCCCNc1nc(N2CCCC2)c2c(c1C#N)CCN(C)C2 | 0.23 | 8 | -1 | 0.9 | 3 | 15 | 1.5 | 0.85 | 12%
COC(=O)C(C)NC(=O)C1CCCN1S(=O)(=O)c1cc(C)c(Cl)cc1C (stereo not drawn) | 1.1 | -5 | 11 | 1 | -9 | 4 | 1.1 | 0.52 | 0%
O=C(Cn1cnc2ccccc21)OCC(=O)N1CCCc2ccccc21 | -0.2 | 0 | -6 | 1 | -7 | -2 | 1.1 | -2.4* | 8%
O=C(CCn1nc(-c2ccc(Cl)cc2)ccc1=O)N1CCN(c2ccccn2)CC1 | -3* | 15 | -1 | 0.8 | 8 | 5 | 1.1 | 1.3 | 3%
Cc1ccc(C)c(C(=O)NCCN(C)C)c1 | -0.0044 | -13 | 7 | 0.9 | -3 | 0 | 1.1 | 0.59 | 12%
CC(C)OC(=O)C1C2C=CC3(CN(Cc4cccs4)C(=O)C13)O2 (stereo not drawn) | 0.37 | -27 | -1 | 0.9 | 16 | 1 | 1 | -0.32 | 2%
O=C(NCCCCNC(=O)c1ccco1)c1ccco1 | 0.68 | -17 | 8 | 0.9 | 1 | -1 | 1 | -1.2 | 6%
COc1ccc2c(c1)SC1=NCCS(=O)(=O)N12 | -0.16 | -6 | -10 | 0.9 | 15 | 3 | 1 | -0.68 | 2%
O=C(CN(C(=O)CCC(=O)Nc1nccs1)c1ccc2c(c1)OCCO2)NCc1ccco1 | 0.85 | -14 | -20 | 0.9 | 2 | 12 | 1.1 | 1.8 | 7%
Cc1nnc(SCCC#N)n(CCC#N)c1=O | -0.74 | -6 | 27 | 1.1 | 16 | 2 | 1.1 | -0.51 | 0%
c1csc(-c2csc3ncnc(NCCCN4CCOCC4)c23)c1 | 0.011 | 0 | -7 | 1 | -22 | -8 | 1.1 | 2* | 8%
O=C(NCc1ccccc1)c1ccc(F)c(S(=O)(=O)N2CCOCC2)c1 | 0.57 | -7 | 8 | 0.9 | -18 | 2 | 1.2 | -0.86 | 4%
CC(C)N(Cc1nc(-c2ccccc2)no1)C(=O)CCCN1C(=O)c2ccccc2C1=O | 0.33 | 33 | 7 | 0.9 | -13 | 7 | 1 | -0.11 | 5%
Cc1nnc(SCC(=O)N2c3ccccc3CC2C)s1 (stereo not drawn) | 0.34 | -3 | -6 | 0.8 | 2 | 8 | 1 | -0.36 | 3%
COc1ccc(OC)c(CCNC(=O)CS(=O)(=O)Cc2nc(-c3ccc(C)cc3)oc2C)c1 | -0.9 | 21 | 6 | 1 | -3 | 5 | 1.1 | 0.21 | 4%
Cc1cc(C)cc(CC2CC(=O)N(c3ccc4c(c3)OCCO4)C2=O)c1 (stereo not drawn) | -0.24 | 20 | 10 | 0.9 | 3 | 5 | 1.1 | -0.53 | 2%
O=C(C(Cc1ccccc1)n1cccc1)N1CCN(Cc2ccccc2)CC1 (stereo not drawn) | -16* | 25 | 10 | 0.9 | -6 | 4 | 1.1 | 0.24 | 2%
CS(=O)(=O)NCc1nnc(SCc2ccccc2C(F)(F)F)o1 | -0.57 | -15 | 11 | 1 | -6 | 8 | 1.1 | 1.4 | 8%
CCCSC1=C(C#N)C(c2ccc(O)c(OC)c2)CC(=O)N1 (stereo not drawn) | 0.21 | 4 | -10 | 0.9 | -2 | 5 | 1.1 | -0.042 | 4%

Structural class: those above containing a carbonyl joined to an NH by a bond outside any ring.
SMILES | M1 antag | tolC growth inh | SF1 activator | TNAP act mid DEA | RORa activator | Ec RNAP inh | Autofluor 339 | M1 agonist | NADH enzymes
Cc1ccc(-c2nc(NC(=O)CSc3nnnn3-c3ccccc3)ns2)cc1 | 0.21 | 18 | -27 | 1 | -27 | 9 | 1.2 | 1.4 | 5%
COc1ccc(S(=O)(=O)N(C)CC(=O)NC2CC2)cc1 | 0.16 | -18 | 12 | 1 | -21 | 8 | 1.1 | -0.81 | 6%
N#CC1=C(SCC(=O)Nc2ccccc2)NC(=O)CC1c1ccc(O)cc1 (stereo not drawn) | 0.4 | 7 | 36 | 0.9 | 3 | 11 | 0.97 | 0.4 | 1%
O=C(NCCCN1CCOCC1)c1ccco1 | -1.1 | -8 | 2 | 1 | 2 | 3 | 1 | -1.1 | 3%
COC(=O)C(C)NC(=O)C1CCCN1S(=O)(=O)c1cc(C)c(Cl)cc1C (stereo not drawn) | 1.1 | -5 | 11 | 1 | -9 | 4 | 1.1 | 0.52 | 0%
Cc1ccc(C)c(C(=O)NCCN(C)C)c1 | -0.0044 | -13 | 7 | 0.9 | -3 | 0 | 1.1 | 0.59 | 12%
O=C(NCCCCNC(=O)c1ccco1)c1ccco1 | 0.68 | -17 | 8 | 0.9 | 1 | -1 | 1 | -1.2 | 6%
O=C(CN(C(=O)CCC(=O)Nc1nccs1)c1ccc2c(c1)OCCO2)NCc1ccco1 | 0.85 | -14 | -20 | 0.9 | 2 | 12 | 1.1 | 1.8 | 7%
O=C(NCc1ccccc1)c1ccc(F)c(S(=O)(=O)N2CCOCC2)c1 | 0.57 | -7 | 8 | 0.9 | -18 | 2 | 1.2 | -0.86 | 4%
COc1ccc(OC)c(CCNC(=O)CS(=O)(=O)Cc2nc(-c3ccc(C)cc3)oc2C)c1 | -0.9 | 21 | 6 | 1 | -3 | 5 | 1.1 | 0.21 | 4%

No enrichment for hits (roughly 15% active in at least one column).
